Assay outcomes: PubChem, National Center for Advancing Translational Sciences (NCATS)
TRHR ag – TRH receptor (human) agonism; AID 493084; activation, % at 2 µM; hit rate 0.18% among 360,000; P34981; TRHR cells, calcium flux fluo-8, FDSS agonist mode; in the data active = activation above about 30%; note: 0% is about no effect
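In this calcium-flux screen, cells bearing human TRHR are dye-loaded with fluo-8, baselined for 10 cycles, then exposed to library compounds; positive kinetic calcium responses during the agonist phase mark hits, with TRH as control.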
USP1 inh – blocks the human USP1/UAF1 deubiquitinase complex; recombinant USP1/UAF1, Ub-Rhodamine cleavage fluorescence; Potency, µM (series often up to 57.1 µM), inactives show at the highest dose activity change, negative = inhibition, actives largely listed as inhibitors; hit rate 0.23% among 390,000; note: potency is the fitted concentration of half-maximal effect; % is set by controls: 0 for no effect and ±100 for the full control effect; nearly all actives have a fitted effect of over 60% in size; inactives centre near -12
Target sequence (O94782 whole entry, looked up): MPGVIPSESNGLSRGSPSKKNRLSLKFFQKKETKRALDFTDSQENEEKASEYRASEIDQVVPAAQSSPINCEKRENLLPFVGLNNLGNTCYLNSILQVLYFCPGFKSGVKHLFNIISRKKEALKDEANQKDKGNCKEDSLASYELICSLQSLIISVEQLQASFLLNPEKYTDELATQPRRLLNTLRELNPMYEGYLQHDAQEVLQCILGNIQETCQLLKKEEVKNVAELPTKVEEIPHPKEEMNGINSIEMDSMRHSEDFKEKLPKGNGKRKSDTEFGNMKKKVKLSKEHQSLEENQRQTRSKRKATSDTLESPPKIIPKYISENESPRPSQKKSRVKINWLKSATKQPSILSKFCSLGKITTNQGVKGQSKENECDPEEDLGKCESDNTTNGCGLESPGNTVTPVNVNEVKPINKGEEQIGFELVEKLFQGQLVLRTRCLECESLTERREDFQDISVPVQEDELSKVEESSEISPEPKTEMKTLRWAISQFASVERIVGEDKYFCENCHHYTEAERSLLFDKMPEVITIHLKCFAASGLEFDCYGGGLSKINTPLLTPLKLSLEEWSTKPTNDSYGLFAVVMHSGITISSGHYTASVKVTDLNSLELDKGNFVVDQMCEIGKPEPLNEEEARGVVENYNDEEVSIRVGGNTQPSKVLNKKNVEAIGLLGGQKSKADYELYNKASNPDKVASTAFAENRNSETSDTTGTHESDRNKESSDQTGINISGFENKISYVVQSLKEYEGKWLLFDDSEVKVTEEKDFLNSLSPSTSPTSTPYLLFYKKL
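High-throughput fluorogenic screen: 1nM USP1/UAF1 complex, Ub-Rho substrate 150nM final, 50mM HEPES pH 7.8 with 0.5mM EDTA, 0.1 mg/ml BSA, 1mM TCEP and 0.01% Tween-20.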
D2 antagonist – antagonists of human D2 dopamine receptor | P14416 | inhibition, % at 10 µM | HEK293 TREx D2 cells, calcium flux, dopamine EC80 | hit rate 2% among 340,000; in the data active = inhibition above about 30%; note: 0% is about no effect
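Cells plated overnight at 30 C with tetracycline; no-wash calcium dye, 30–90 min RT; 10 s baseline; compound pinned; 180 s read; EC80 dopamine added; another 180 s read.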
TRHR enhancer – allosterically enhances the human TRH receptor. hit rate 0.66% among 360,000. TRHR cells, fluo-8 calcium fluorescence, EC20 TRH enhancement. P34981. enhancement, % at 2 µM. AID 493056; in the data active = enhancement above about 30%; note: 0% is about no effect
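Enhancer read-out: after compound pinning and an initial kinetic agonist-mode read, an EC20 of TRH (10 nM final) was injected and fluo-8 calcium signal (Ex 480/Em 530) followed at 1 s/cycle for 100 cycles in TRHR-expressing cells.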
mIDH1 inhibitor – blocks human mutant IDH1 R132H enzyme; O75874; IDH1-R132H enzyme, NADPH consumption, diaphorase/resazurin fluorescence; Potency, µM (series often up to 76.6 µM), inactives show top-dose activity change, negative = inhibition, hits mostly inhibitors; hit rate 0.093% among 390,000; AID 602179; note: potency is the fitted concentration of half-maximal effect; % is set by controls: 0 for no effect and ±100 for the full control effect; nearly all actives have a fitted effect of over 65% in size
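IDH1-R132H (0.5 ug/mL) preincubated 30 min with compound, then NADPH (0.016 mM) and alpha-KG (2 mM) added; 80 min at RT, pH 7.5. Remaining NADPH coupled via diaphorase/resazurin to fluorescence (540/590 nm); concentration-response curves normalized to no-enzyme control.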
TrxR1 substrate – substrates of rat thioredoxin reductase 1. purified TrxR1 substrate turnover, NADPH consumption readout. Potency, µM (titrated, usually from 114 µM), without a hit: at the highest dose activity change, negative = substrate turnover. hit rate 0.01% among 390,000. AID 588456; note: potency is the fitted concentration of half-maximal effect; % is set by controls: 0 for no effect and ±100 for the full control effect; nearly all actives have a fitted effect of over 50% in size
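Rat TrxR1, dispensed at 90 nM, was prereduced with 400 uM NADPH (final) for 5 min at ~22 deg C, then incubated with compound 15 min before 400 uM selenite. A first-read NADPH fluorescence drop versus no-compound background flagged substrates.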
Pin1 inh – blocks the human prolyl isomerase Pin1; Q13526; Pin1 FP peptide displacement, HiFluor488, 10 min; Potency, µM (highest dose often 115 µM), without a hit: at the highest dose activity, negative = inhibition, usual class: inhibitors; hit rate 0.009% among 390,000; active = well fitted inhibition curve with a large enough effect in the polarisation, with a control signal flat, not every such curve was filed as active; inconclusive = small, poorly fitted or top-dose-only effect, or effect the other way, or a change in a side signal; inactive = no such curve, though single readings can be large or run the other way; the % refers to the polarisation; note: potency is the fitted concentration of half-maximal effect; % is set by controls: 0 for no effect and ±100 for the full control effect
Target sequence (Q13526 whole entry, looked up): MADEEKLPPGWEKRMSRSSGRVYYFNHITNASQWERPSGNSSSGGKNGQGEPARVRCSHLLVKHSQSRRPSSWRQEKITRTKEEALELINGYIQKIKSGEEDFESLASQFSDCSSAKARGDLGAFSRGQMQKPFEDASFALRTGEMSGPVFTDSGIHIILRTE
D2 ag – activates the human D2 dopamine receptor. P14416. HEK293 T-REx D2 cells, calcium flux agonist mode. activation, % at 2 µM. hit rate 0.53% among 340,000. AID 485358;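 active = activation over 3 SD above normal in the single-dose calcium agonist read, cut at about 30% in these data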; note: 0% is about no effect
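In this primary screen, compounds producing a positive calcium signal within 180 s of addition to tetracycline-induced, force-coupled HEK293 Trex D2 cells are flagged; cells are dye-loaded with a no-wash calcium kit beforehand.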
rTrxR1 inhibitor – inhibitors of rat thioredoxin reductase 1 | recombinant rTrxR1, NADPH fluorescence consumption, selenite substrate | O89049 | Potency, µM (highest dose often 114 µM), without a hit: top-dose activity change, negative = inhibition, most hits filed as inhibitors | hit rate 1% among 390,000; note: potency is the fitted concentration of half-maximal effect; % is set by controls: 0 for no effect and ±100 for the full control effect; nearly all actives have a fitted effect of over 65% in size
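Rat TrxR1 (90 nM in the dispensed reagent) was pre-reduced with 400 uM NADPH for 5 min at room temperature, then incubated with compound for 15 min. After 400 uM selenite was added, NADPH fluorescence (Ex 340/Em 450 nm) was followed for 8 min.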
Numbers without * were called inactive; ? = inconclusive; . = no result given; [ ] = another dose, or the depositor's remark. Unless noted, calls come from the whole dose curve; as a rule, active = well fitted inhibition curve with a large enough effect; inconclusive = small, poorly fitted or top-dose-only effect; inactive = no such curve, though single readings can be large or run the other way.

Compound	rTrxR1 inhibitor	TrxR1 substrate	D2 antagonist	Pin1 inh	USP1 inh	mIDH1 inhibitor	TRHR ag	D2 ag	TRHR enhancer
Cn1c(=O)[nH]c(=O)c2c1nc1n2CC(O)CN1c1ccccc1 (stereo not given)	3%	0%	2	3%	-11%	9%	-0.1	1.1	9
Cc1occc(=O)c1O	8%	3%	-5	4%	2%	-4%	0.5	1.2	-4
COc1ccc(Cn2c(CO)cnc2SCC(=O)Nc2ccc3c(c2)OCCO3)cc1	20%[57.1 µM]	7%[57.1 µM]	.	3%	-2%	0%	0.0	-0.8	-1
CCOc1ccc(/C=C2\NC(=S)NC2=O)cc1	-1%	-10%	12	-10%	-6%	-21%	-0.7	-0.6	-3
Cc1c(C=O)c2cc(OCc3ccccc3)ccc2n1C	?	-15%	7	-1%	-5%	-9%	-0.6	-0.2	-3
CCOc1ccc(NC(=O)C2CC(=O)NC(=Nc3ccc(Cl)c(Cl)c3)S2)cc1 (stereo not given)	26%	4%	.	14%	-13%	28%	-0.6	0.4	-2
CC(C)CNC(=O)NC(=O)COc1c(F)c(F)cc(F)c1F	9%[57.1 µM]	-7%[57.1 µM]	-13	4%	-17%	8%	-0.2	-0.8	5
COc1ccc(CNC(=O)Nc2cccc(C(F)(F)F)c2)cc1OC	-8%	-15%	46*	0%	-3%	4%	-0.3	2.9	1
O=C(/C=C/c1ccccc1Cl)Nc1cccnc1	37%[2.29 µM]	-9%	-12	-18%	-22%	-2%	-2.1	-0.6	-3
COc1cc(NC(=O)C2CCCO2)c(OC)cc1NC(=O)c1ccccc1 (stereo not given)	19%[57.1 µM]	9%[57.1 µM]	-6	-1%	-11%	6%	-0.2	-2.5	-5
O=C(NC(=S)Nc1cccnc1)c1cccc(Br)c1	56µM*	-10%	21	-10%	-28%	8%	0.0	-0.4	2
COc1cc(OC)cc(C(=O)NNC(=O)CCC2CCCC2)c1	-6%	-4%	.	2%	-5%	3%	.	.	.
CCOC(=O)C1(Cc2ccc(OC)cc2)CCN(C(=O)c2cc(C)on2)CC1	19%	1%	15	-6%	-15%	-1%	-0.1	-0.9	-2
CCOc1ccccc1C(=O)Nc1cccc2ccc(C)nc12	3%	-7%	.	-6%	-25%	.	-1.0	-1.2	-3
Cc1nc(-n2nc(C)c(Cc3ccc(Cl)cc3)c2C)sc1C(=O)N1CCC(C)CC1	13%	-12%	.	-10%	?	-13%	1.0	-1.7	5
COc1ccc(OC)c(NC(=O)CCOc2cccc(C)c2)c1	-2%	-8%	18	8%	-5%	0%	-0.3	-1.5	-3
CCN(CC)CCn1c2c(c(SCC(=O)Nc3nccs3)nc1=O)CCCC2	13%	8%	25	2%	-5%	5%	0.9	0.0	0
CCOC(=O)C1CCCN(Cc2ccc(OCc3ccccc3)c(OC)c2)C1 (stereo not given)	48%[activator]	3%	16	?	-9%	1%	-0.8	0.8	-6
O=C(Cc1sc(-c2ccccc2)nc1-c1ccccc1)Nc1ccc(Cl)cc1	19%	1%	-22	2%	-3%	-6%	0.3	0.5	-3
Cc1cc(C)c(C#N)c(SC2CCCCC2=O)n1 (stereo not given)	-6%	6%	-10	-6%	4%	3%	-0.4	-0.1	-2
COc1ccc(/C=N/n2c(-c3ccco3)nc3ccccc3c2=O)cc1	-2%	-2%	8	19%	-19%	4%	-2.6	-2.2	-8
CN(C(=S)Nc1ccc(SC(F)F)cc1)C(c1ccccc1)c1ccccc1	-3%	2%	-15	2%	-15%	5%	1.1	0.4	17
CC(C)(C)NC(=S)NNC(=O)c1ccncc1	-11%[57.1 µM]	-6%[57.1 µM]	.	-1%	-4%	1%	0.2	.	0
CCOC(=O)c1c(C)[nH]c2ccc(O)cc12	-9%	-9%	2	19%	-3%	13%	-0.4	-0.8	-1
CC1CCCCN1CCNC(=O)C1CCCN(S(=O)(=O)c2cccc3nsnc23)C1 (stereo not given)	-17%	-8%	-8	0%	-17%	3%	-0.6	0.4	-8
O=[N+]([O-])c1ccc(NNC(=S)Nc2ccccc2)cc1	?	-10%	9	8%	-14%	0%	-0.4	0.2	-1
O=C(c1ccc(Cl)cc1)c1c[nH]cc1-c1ccccc1	10%	2%	.	-3%	-25%	2%	0.1	.	-5
CCOC(=O)/C=C/c1ccc2c(c1)S(=O)(=O)N(Cc1ccc(OC)cc1)[C@H]2CC(=O)OCC	-8%[57.1 µM]	-6%[57.1 µM]	.	17%	?	-5%	.	.	.
Cc1ccc(N(C(=O)c2ccccn2)C(C(=O)NC2CCCCC2)c2ccncc2)cc1 (stereo not given)	8%	6%	10	0%	-18%	7%	-0.7	0.0	6
CCOC(=O)c1cc(C#N)c(SC(C)C(=O)NC2CCCCC2)nc1C (stereo not given)	16%	1%	13	9%	-15%	-2%	0.3	-0.1	0
O=C(Cc1ncc(C(F)(F)F)cc1Cl)NCCc1ccccc1	12%[57.1 µM]	5%[57.1 µM]	0	-1%	-3%	0%	-0.7	-1.5	3
Nc1nc(CSc2nc3ccccc3[nH]2)nc(N2CCOCC2)n1	4%	-1%	4	1%	-26%	0%	-0.5	0.2	-2
CCC(=O)N1c2ccc(S(=O)(=O)CCC(=O)N3CCN(c4cc(C)ccc4C)CC3)cc2CC1C (stereo not given)	1%	-6%	.	-3%	-22%	-7%	-0.9	-0.1	5
N#CCC(=O)N/N=C/c1cn(Cc2ccccc2C#N)c2ccccc12	12%[57.1 µM]	5%[57.1 µM]	-5	-3%	-13%	2%	0.8	1.3	-5
CC(C)(C)OC(=O)CNC(=O)c1nc[nH]c1C(=O)N1CCN(C(=O)OC(C)(C)C)CC1	19%	4%	1	-1%	-14%	-12%	-0.1	0.6	-7
COc1cc(NC(=O)c2nc3ccccc3n(C)c2=O)cc(OC)c1OC	-5%	-11%	.	2%	-16%	0%	0.1	.	2
Cc1ccc(S(=O)(=O)NCc2ccccc2)cc1C(=O)N1CCCCC1	24%	7%	-1	15%	-3%	20%	-0.4	0.4	1
COc1ccc(/C=N/NC(=S)Nc2ccccc2[N+](=O)[O-])cc1O	-11%	-13%	2	-2%	-20%	4%	-0.6	-0.3	0
O=C(NCCCc1ccc(F)cc1)C1CCC(=O)N(CCN2CCOCC2)C1 (stereo not given)	15%	7%	3	5%	-24%	-8%	0.2	0.3	6
Clc1ccc(Cl)c(-c2nn3c(COc4ccccc4)nnc3s2)c1	-14%[57.1 µM]	-2%[57.1 µM]	1	-5%	-16%	4%	0.2	-2.0	-4
COc1cccc(NC(=O)CSc2nnc(CN3CCOCC3)n2C)c1	-3%	-3%	-2	4%	-22%	3%	0.6	-0.1	0
CC1CCC(C(=O)NC(C(=O)OCC(=O)c2ccc(Br)cc2)C(C)C)CC1 (stereo not given)	19%	4%	.	1%	-17%	3%	0.2	-1.5	-7
CCCOC(=O)c1cccc(NC(=O)CSc2nnc3cc(C)c4ccccc4n23)c1	19%	3%	.	8%	-22%	-16%	-0.8	-1.8	4
O=C(O)CSc1ncccc1C(=O)O	-7%	-9%	2	-6%	-9%	6%	-0.8	-1.2	15
CC(C)(C)C(=O)N1CCc2cc(-c3csc(N)n3)ccc21	17%[57.1 µM]	-24%[57.1 µM]	-9	4%	?	9%	-0.3	-0.1	-1
Cc1nsc(Nc2ccccc2)c1C#N	9%	1%	-6	0%	-8%	7%	1.2	0.8	5
CCCCn1c(N)c(N(CCOC)C(=O)CSc2nnc(-c3ccncc3)n2CCC)c(=O)[nH]c1=O	15%	1%	-12	-6%	-18%	1%	0.6	0.2	0
CCOc1ccc(NC(=O)CCS(=O)(=O)c2ccc3c(c2)n(C)c(=O)c(=O)n3C)cc1	-1%	5%	.	-3%	-4%	.	1.5	-0.4	-1
O=C(CC(=O)c1ccccn1)c1ccccc1	8%[11.4 µM]	5%[11.4 µM]	.	-5%	-16%	-2%	.	.	.
CCOc1ccc(Cc2nc(N)nc(N)n2)cc1	?	0%	-28	1%	-6%	-1%	-0.1	0.8	7

(list continues)
Compound	rTrxR1 inhibitor	TrxR1 substrate	D2 antagonist	Pin1 inh	USP1 inh	mIDH1 inhibitor	TRHR ag	D2 ag	TRHR enhancer
Cc1ccc(-c2n[nH]c(=O)c3ccccc23)c(C)c1	-1%[57.1 µM]	2%[57.1 µM]	.	-1%	-18%	8%	-1.1	.	-1
Cc1cccc(N2CCN(CCNC(=O)Nc3ccc(Cl)cc3)CC2)c1C	3%	-7%	.	-2%	6%	-10%	2.8	.	4
CCN(c1ccccc1)S(=O)(=O)c1ccc(NC(=S)NC(=O)c2cccs2)cc1	?	-15%	-6	21%	-13%	2%	0.8	1.3	6
O=C(NCc1ccc2c(c1)OCO2)c1cccc(S(=O)(=O)N2CCOCC2)c1	16%	6%	-8	-4%	-13%	0%	0.1	-0.3	4
COCC(=O)N1CCC(Oc2ccc(C(=O)N(C)CCCC3CCCC3)cc2)CC1	5%	0%	20	-1%	-21%	-13%	-0.9	-1.6	11
C1CCc2c(nc3nnnn3c2NC2CCCC2)C1	-25%	-1%	-18	2%	-17%	-1%	-0.3	-0.6	-4
O=c1c2ccccc2[nH]c(=S)n1CCN1CCc2ccccc2C1	-42%[0.0914 µM]	5%	16	-3%	-14%	1%	3.1	4.7	1

Fetched one by one from the entries so far, 2 records:
Compound	rTrxR1 inhibitor	TrxR1 substrate	D2 antagonist	Pin1 inh	USP1 inh	mIDH1 inhibitor	TRHR ag	D2 ag	TRHR enhancer
O=C(NCc1ccc2c(c1)OCO2)c1cccc(S(=O)(=O)N2CCOCC2)c1	16%	6%	-8	-4%	-13%	0%	0.1	-0.3	4
CCN(c1ccccc1)S(=O)(=O)c1ccc(NC(=S)NC(=O)c2cccs2)cc1	?	-15%	-6	21%	-13%	2%	0.8	1.3	6

The list is partial. The share of hits here may be higher or lower than overall.
